Assay outcomes: PubChem BioAssay, several laboratories
Insulin prom up: MIN6 insulin promoter up-regulation; MIN6 insulin promoter-GFP reporter, high-content imaging; active compounds read high; z-score at 5 µM; actives 0.3% (n = 190,000); AID 1625;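 active = z-score above 3 at 5 µM with at least 500 cells counted in the well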
WT yeast gro inh: growth inhibition of WT yeast, mitochondrial fusion screen; mitochondrial fusion phenotypic screen, WT strain; inhibition, % at 10 µM; actives 2.1% (n = 190,000); in the data active = inhibition above about 58%; tested in S. cerevisiae
Hep lipid drop: modulators of hepatic lipid droplet formation; actives 0.4% (n = 240,000); AML12 mouse hepatocytes, oleate lipid droplets, BODIPY imaging; inhibition, % at 6.5 µM;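 active = lipid droplet intensity inhibited by at least 50%, with more than 500 cells counted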
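Test system: AML12 hepatocytes (mouse); reagent: oleate loading, 100 µM; dosing: one dose, 6.5 µM compound; incubation: overnight exposure; signal: fluorescence imaging, 20x objective, two fields per well; read-out basis: % inhibition of corrected integrated BODIPY droplet signal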
MT stabilizer: stabilizes microtubules in HeLa cells | HeLa tubulin immunostaining HCS, 24 h; share of cells brighter than vehicle mean+2SD | AID 2205 | actives 0.83% (n = 200,000) | % tubulin-high responders, % at 10 µM;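 active = plate Z-score above 3 for both tubulin-high and condensed-nucleus cell shares, with cell loss under 80%, at 10 µM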;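 note: anti alpha tubulin signal scored within the nucleus-defined area of each cell; some results filed as inactive read as strong as hits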
Autophagy HCS: autophagy modulation, high-content screen; actives 0.98% (n = 190,000); MEF GFP-LC3 puncta imaging; test concentration mostly 10 µM; calls only at 10 µM (by protocol); AID 463193;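 active = percentage of spot-positive cells more than 3 SD above its plate mean, without a fluorescence outlier flag or 80% toxicity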;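 note: spot-positive cell cutoff set from DMSO-treated cells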
Myeloid diff 2: promotes myeloid progenitor differentiation. AID 624256. calls only at 10 µM. actives 1% (n = 360,000). ER-HoxA9 myeloid progenitors, lysozyme-GFP differentiation, flow cytometry;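 active = normalized GFP-positive differentiation at or above the plate's own cutoff, the solvent-only control mean plus 3 SD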;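 note: cells exposed to compound for four days before flow analysis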
T cell HTS: T cell immune modulators affecting CD8 T cell-vesicle binding; actives 0.068% (n = 330,000); calls only at 7 µM; 2C CD8+ T cell-vesicle binding, flow cytometry; active compounds read low;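 active = response, share of CD8 T cells binding vesicles, and their 90th percentile fluorescence all below set limits, cut at about 80% in these data, passing the limit was not always enough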
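Read-out – percent CD8+ FL2 mean versus row control · System – murine 2C transgenic CD8+ T lymphocytes · Times – 1.5 h cell–vesicle binding at 37 °C, then 20 min icy labelling · Control set – naked vesicles low, QL9 vesicles with vehicle high · Detection – cytometric PE anti-B7-1 and Alexa647 anti-CD8 signals after 1% paraformaldehyde fixation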
bCat nuc transl: beta-catenin nuclear translocation modulation; HeLa beta-catenin nuclear translocation, immunofluorescence imaging; nuclear translocation activity, % at 5 µM; actives 0.3% (n = 190,000);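 active = nuclear translocation activity above 50% at 5 µM, with a well cell count of 50 or more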;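 note: per-cell ratio of nuclear to cytoplasmic median beta-catenin stain intensity; plate controls were DMSO negative control for no effect and GSK-3 inhibitor IX positive control for full effect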
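System: HeLa cells, endogenous beta-catenin; compound dosing: 5 µM primary single dose, 0.1% DMSO, 0.02–20 µM confirmation series; incubation: 24 h compound exposure at 37°C, 5% CO2; signal: beta-catenin immunofluorescence imaging with DAPI; evaluation: % activation, nuclear-to-cytoplasmic median beta-catenin signal ratio per cell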
West Nile antiviral: inhibition of WNV-induced cytopathic effect – cell-based, CPE readout (AID 1621) | actives 0.02% (n = 290,000) | CPE inhibition, % at 10 µM; hits with a dose series show IC50 in µM | West Nile virus-infected cells, CPE inhibition; higher % means a stronger effect; in the data active = a potency from the dose series; note: strong numbers were not always called active
WT yeast gro inh mutant strain: further read-out of WT yeast gro inh, marked with its call; inhibition, %; mitochondrial fusion phenotypic screen, mutant strain inhibition
Insulin prom up cell count: also measured in Insulin prom up; calls as there; cell count; measured here: cytotoxicity, nuclei count;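 total cells summed across four imaged fields per well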
Hep lipid drop cells 6.5 µM: second read-out of Hep lipid drop, no call of its own (marks repeat the call); cell count; measured here: cell count, cytotoxicity flag;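 cells counted across two imaged fields per well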
bCat nuc transl cell count 5 µM: recorded beside bCat nuc transl, whose call it bears; cell count; measured here: cell count, cytotoxicity flag
T cell HTS vesicle-bound %: recorded beside T cell HTS, whose call it bears; double positive events, %; measured here: CD8+ vesicle-bound cell fraction;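 binding gate set so that unloaded-vesicle control wells show 10% double positive cells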
MT stabilizer Hoechst-high %: also measured in MT stabilizer; calls as there; % Hoechst-high responders; measured here: nuclear condensation Hoechst responders;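 share of cells brighter than vehicle mean plus two SD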
MT stabilizer cytotoxicity %: second read-out of MT stabilizer, no call of its own (marks repeat the call); toxicity, %; measured here: cytotoxicity by cell density;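 0% = mean cell density of plate MIN control wells and 100% = no cells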
Autophagy HCS cell loss 18 h: recorded beside Autophagy HCS, whose call it bears; toxicity, %; measured here: cell loss, nuclei count;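 cell loss after 18 h compound exposure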
Myeloid diff 2 GFP+ MAC1+ %: recorded beside Myeloid diff 2, whose call it bears; GFP+ MAC1+ double positive, %; measured here: differentiation confirmed by MAC1 staining
Numbers without * were called inactive; i = inactive; nt = no result given; + = active, no number.

compound	Insulin prom up	Insulin prom up cell count	WT yeast gro inh	WT yeast gro inh mutant strain	Hep lipid drop	Hep lipid drop cells 6.5 µM	MT stabilizer	MT stabilizer Hoechst-high %	MT stabilizer cytotoxicity %	Autophagy HCS	Autophagy HCS cell loss 18 h	Myeloid diff 2	Myeloid diff 2 GFP+ MAC1+ %	T cell HTS	T cell HTS vesicle-bound %	bCat nuc transl	bCat nuc transl cell count 5 µM	West Nile antiviral
CC(Cl)C(=O)Nc1cc(C(F)(F)F)ccc1N1CCOCC1 (stereo not drawn)	-0.79	1248	-9	-13	5	644	7.3	1.7	15	i	2	i	0.5	i	49	-0.8	1078	-0.5%
COc1ccc(S(=O)(=O)N2CCC(C(=O)NC3CCCCC3C)CC2)cc1 (stereo not drawn)	nt	nt	nt	nt	3	788	nt	nt	nt	nt	nt	i	1.2	i	20	nt	nt	-0.1%
CC1=C(C(=O)OCC2CCCO2)C(c2coc3ccc(C)cc3c2=O)C2=C(CCCC2=O)N1 (stereo not drawn)	-0.18	1035	2	8	-4	698	2.1	1.0	1.3	i	17	i	1.6	i	47	1.7	1070	-0.5%
Cc1noc(C)c1C(=O)N1CCCC(N2CCN(c3cccc(C(F)(F)F)c3)CC2)C1 (stereo not drawn)	nt	nt	nt	nt	-7	808	nt	nt	nt	nt	nt	i	0.9	i	67	nt	nt	-1.5%
Cc1cc(OCC(=O)NNC(=O)CCc2ccccc2)ccc1Br	nt	nt	nt	nt	-3	796	nt	nt	nt	nt	nt	i	3.8	i	19	nt	nt	0.1%
COCCSc1nc2c(c(=O)[nH]c(=O)n2C)n1CCC(C)C	0.1	987	9	3	nt	nt	3.5	1.7	1.0	i	-3	i	1.4	i	51	nt	nt	0.1%
CC(C)CCSc1nc(N)c(C#N)cc1C#N	-0.29	1525	-39	14	-22	677	2.8	2.1	0.4	i	-4	i	0.4	i	46	0.4	849	-0.2%
CCN1C(=O)/C(=C/c2ccc(C)o2)N(C)C1=S	1.5	1549	-4	-12	23	702	3.9	2.2	7.1	i	-5	i	0.1	i	39	6.6	750	-0.3%
CC(C)=C(C#N)c1nc2ccccc2s1	0.42	1847	-6	-8	-8	661	2.6	0.2	47	i	2	i	8.9	i	26	-0.8	993	0.2%
C/C(=N\NC(=O)c1ccc(F)cc1)c1cccc(NC(=O)c2ccco2)c1	-0.68	1403	-1	13	nt	nt	2.8	1.8	6.3	i	-18	i	0.9	i	39	-0.8	1387	-0.3%
O=C(/C=C/c1ccccc1)NC1CC2CCC1C2 (stereo not drawn)	-0.12	1322	2	-1	2	681	4.0	1.9	6.3	i	10	i	1.1	i	42	-1.8	935	-1.2%
CCc1ccc(/C=N/NC(=O)c2c[nH]c3ccccc23)s1	-0.23	1287	-9	12	13	650	2.3	2.9	5.8	i	-5	i	0.7	i	2	-2.6	565	-0.3%
O=C(OCC(=O)c1ccc[nH]1)c1ccccc1	nt	nt	-3	-2	-6	739	2.7	2.0	7.0	i	-2	i	0.7	i	15	-0.7	1150	-0.4%
O=C(CC1NCCNC1=O)Nc1ccc2c(c1)OCCO2 (stereo not drawn)	nt	nt	-4	-6	14	829	2.3	1.8	10.0	i	-7	i	6.1	i	26	-12	1254	0.0%
COc1ccc(-c2cc3cccc(OC)c3oc2=O)cc1	nt	nt	nt	nt	2	811	nt	nt	nt	nt	nt	i	0.5	i	50	nt	nt	-1.1%
Cc1nc(Oc2ccccc2)c2ccccc2n1	0.39	1261	-4	-8	-5	593	2.3	2.3	5.6	i	-7	i	0.5	i	52	1.3	944	-0.8%
CC1CN(c2ccccc2)C(=O)CS1 (stereo not drawn)	-0.82	1248	9	-7	5	745	2.8	1.7	2.9	i	-1	i	0.8	i	10	nt	nt	0.7%
COc1cccc(-c2nc(NC(C)(C)C)c3ccccc3n2)c1O	-1.4	1271	-27	4	nt	nt	3.8	3.3	12	i	16	i	0.5	i	12	0.9	1102	0.3%
CCOc1ccccc1NC(=O)c1ccc(S(=O)(=O)N(C)C)cc1	0.22	902	24	9	-63	797	1.6	1.1	7.4	i	-2	i	1.2	i	9	-3.1	994	0.0%
Cn1c(=O)c2c(nc(SCc3nc(N)nc(N4CCCCC4)n3)n2C)n(C)c1=O	-0.49	1342	-13	-20	23	749	3.5	2.4	2.9	i	-5	i	1.0	i	48	-1.8	571	-1.1%
CC(C)N(Cc1nc(-c2ccc(Cl)cc2)no1)Cc1nccn1C	-0.52	1363	21	20	-14	612	3.6	1.9	4.0	i	14	i	0.1	i	33	0.9	1528	-1.3%
Cc1cc(NC(=O)CN2C(=O)CCSc3ccccc32)no1	nt	nt	-9	0	12	707	4.2	1.0	1.1	i	5	i	0.4	i	30	-0.5	1094	0.6%
CC(C)Cn1c(-c2cc([N+](=O)[O-])ccc2Cl)nc2c1c(=O)[nH]c(=O)n2Cc1ccccc1	0.26	1493	3	-4	-10	653	3.8	2.2	5.3	i	13	i	0.4	i	54	-4.0	1083	0.2%
CC(=O)Nc1ccc(NC(=O)C(C)OC(=O)CSc2ccc(Br)cc2C)cc1 (stereo not drawn)	nt	nt	nt	nt	0	838	nt	nt	nt	nt	nt	i	3.4	i	11	nt	nt	-0.3%
O=C(Cn1cc(C(=O)c2cccs2)c2ccccc21)NCc1ccc2c(c1)OCO2	-0.4	956	12	1	nt	nt	2.1	4.1	11	i	-1	i	2.3	i	40	nt	nt	-0.2%
CC(C)N1CC(C(=O)Nc2ccc(C#N)cc2)CC1=O (stereo not drawn)	nt	nt	nt	nt	-14	801	nt	nt	nt	nt	nt	i	0.2	i	38	nt	nt	-0.3%
COc1cc(OC)c(NC(=O)N2CCOCC2)cc1Cl	nt	nt	nt	nt	1	856	nt	nt	nt	nt	nt	i	0.7	i	49	nt	nt	-0.1%
CC(=O)Nc1ccc(NC(=S)NC(=O)c2ccc([N+](=O)[O-])cc2)cc1	-0.06	1393	-3	-8	24	659	4.0	1.8	3.2	i	5	i	1.3	i	7	-2.7	1009	-0.2%
CC(C)OP(=O)(c1ccc(N(C)C)cc1)C(Nc1ccccc1)c1ccccc1 (stereo not drawn)	-0.53	1442	nt	nt	40	686	nt	nt	nt	nt	nt	i	0.8	i	35	0.5	1289	-0.4%
CCOc1ccc(NC(=O)c2ccc3c(SCC(=O)O)c4c(nc3c2)CCCC4)cc1	-0.17	1154	-6	0	13	633	2.4	1.7	8.1	i	1	i	0.2	i	10	-2.0	1113	0.7%
Cc1ccc(NC(=O)C2C3CCCC2C3c2ccccc2)c(C)c1 (stereo not drawn)	0	1280	16	3	-14	657	1.9	2.2	1.7	i	26	i	0.8	i	30	nt	nt	-0.5%
O=c1[nH]c2ccc(Cl)cc2c(-c2ccccc2)c1SC(=S)N1CCCCC1	0.05	917	27	1	-17	759	1.7	1.6	0.8	i	33	i	0.7	i	29	-0.4	1211	0.0%
CCOC(=O)Nc1cc(=O)c2ccccc2o1	0.29	987	6	8	nt	nt	22	6.3	66	i	20	i	14	i	45	30	673	1.1%
O=C(Cn1cnc2c(nnn2Cc2ccccc2F)c1=O)NCC1CCCO1 (stereo not drawn)	0.33	1106	11	2	8	729	3.5	2.8	5.0	+	35*	i	0.7	nt	nt	4.3	1035	0.2%
c1ccc(Cn2nnc(CNc3ccccc3)c2-c2c(CNc3ccccc3)nnn2Cc2ccccc2)cc1	-1.3	1036	nt	nt	7	702	nt	nt	nt	nt	nt	i	0.7	i	33	1.6	1382	0.0%
O=C(O)CCCCCn1c(SCC(=O)Nc2ccc(F)cc2)nc2ccsc2c1=O	-0.07	1222	-2	3	14	732	3.2	2.7	7.4	i	-7	i	0.7	i	8	-0.2	1042	-0.3%
CCCCn1c(=O)[nH]c(=O)c2c1nc(-c1ccc(-c3ccc(F)cc3)o1)n2C	-0.47	898	nt	nt	-1	625	nt	nt	nt	nt	nt	nt	nt	i	22	0.6	1337	-0.3%
O=C(C[n+]1cccc(NC(=O)c2ccccc2)c1)c1ccc(NC(=O)c2ccccc2)cc1	-1.5	1560	8	5	nt	nt	3.3	2.3	6.5	i	4	i	1.2	i	34	-0.1	1362	nt
CCC(C)N(C)C1CCN(C(=S)Nc2cccc(OC)c2)CC1 (stereo not drawn)	-0.01	1360	4	-2	0	716	2.2	1.2	4.5	i	-17	i	0.2	i	25	-0.3	1137	0.2%

Three compounds picked at random from the list so far, as already listed:
compound	Insulin prom up	Insulin prom up cell count	WT yeast gro inh	WT yeast gro inh mutant strain	Hep lipid drop	Hep lipid drop cells 6.5 µM	MT stabilizer	MT stabilizer Hoechst-high %	MT stabilizer cytotoxicity %	Autophagy HCS	Autophagy HCS cell loss 18 h	Myeloid diff 2	Myeloid diff 2 GFP+ MAC1+ %	T cell HTS	T cell HTS vesicle-bound %	bCat nuc transl	bCat nuc transl cell count 5 µM	West Nile antiviral
CC(=O)Nc1ccc(NC(=O)C(C)OC(=O)CSc2ccc(Br)cc2C)cc1 (stereo not drawn)	nt	nt	nt	nt	0	838	nt	nt	nt	nt	nt	i	3.4	i	11	nt	nt	-0.3%
CC(C)CCSc1nc(N)c(C#N)cc1C#N	-0.29	1525	-39	14	-22	677	2.8	2.1	0.4	i	-4	i	0.4	i	46	0.4	849	-0.2%
O=C(/C=C/c1ccccc1)NC1CC2CCC1C2 (stereo not drawn)	-0.12	1322	2	-1	2	681	4.0	1.9	6.3	i	10	i	1.1	i	42	-1.8	935	-1.2%
